Bioassay records as filed in PubChem BioAssay.
POLI inh: inhibitors of human DNA polymerase iota. hit rate 1% among 390,000. AID 588590. Q9UNA4. Pol iota fluorescent replication assay, 10 min. Potency, µM (top dose mostly 115 µM), inactives show top-dose activity, negative = inhibition, hits mostly inhibitors; note: potency is the fitted concentration of half-maximal effect
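Pol iota at 10 nM preincubated 15 min with compounds at room temperature; reaction started with fluorescent substrate, 50 nM final. Fluorescence read kinetically at 0 and 10 min; buffer-only wells as negative control.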
Pol kappa inh: inhibitors of human DNA polymerase kappa; Potency, µM (series often up to 107 µM), without a hit: top-dose activity, negative = inhibition, most hits filed as inhibitors; purified Pol kappa, fluorescent DNA synthesis assay, 10 min; AID 588579; hit rate 0.53% among 400,000; note: potency is the fitted concentration of half-maximal effect; % is set by controls: 0 for no effect and ±100 for the full control effect
Target sequence (Q9UBT6 whole entry, looked up): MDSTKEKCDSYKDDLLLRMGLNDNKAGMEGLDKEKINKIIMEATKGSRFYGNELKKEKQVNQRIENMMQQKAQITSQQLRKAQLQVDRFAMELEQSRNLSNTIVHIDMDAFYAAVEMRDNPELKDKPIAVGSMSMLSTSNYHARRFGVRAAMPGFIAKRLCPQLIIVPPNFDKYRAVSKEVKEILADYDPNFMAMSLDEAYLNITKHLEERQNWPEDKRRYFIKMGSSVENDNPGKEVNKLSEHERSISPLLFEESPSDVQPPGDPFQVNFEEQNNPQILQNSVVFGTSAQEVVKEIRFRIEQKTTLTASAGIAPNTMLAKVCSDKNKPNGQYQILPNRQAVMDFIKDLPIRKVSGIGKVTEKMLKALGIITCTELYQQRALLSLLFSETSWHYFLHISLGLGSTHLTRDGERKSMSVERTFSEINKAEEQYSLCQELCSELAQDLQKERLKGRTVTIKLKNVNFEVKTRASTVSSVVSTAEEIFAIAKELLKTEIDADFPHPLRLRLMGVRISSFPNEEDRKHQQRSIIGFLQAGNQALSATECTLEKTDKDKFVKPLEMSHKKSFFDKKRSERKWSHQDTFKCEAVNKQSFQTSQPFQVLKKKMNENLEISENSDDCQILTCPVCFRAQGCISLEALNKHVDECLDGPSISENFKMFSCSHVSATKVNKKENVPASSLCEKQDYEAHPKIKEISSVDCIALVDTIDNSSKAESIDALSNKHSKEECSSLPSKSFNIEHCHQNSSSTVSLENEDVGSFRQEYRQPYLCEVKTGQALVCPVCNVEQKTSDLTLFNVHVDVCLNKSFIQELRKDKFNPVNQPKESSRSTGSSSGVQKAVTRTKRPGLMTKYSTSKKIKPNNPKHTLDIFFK
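First, compounds were pin-transferred onto 10 nM Pol kappa. After 15 min at room temperature, substrate was added to 50 nM final. Fluorescence was then measured kinetically at 0 and 10 min.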
ERG Ets-DNA blk: ERG Ets/DNA interaction inhibition; P11308; fluorescence polarization, His-ERG Ets domain / labelled DNA; Potency, µM (top dose mostly 76.9 µM), without a hit: top-dose FP activity, negative = inhibition, actives largely listed as inhibitors; hit rate 0.028% among 370,000; AID 624246; active = well fitted inhibition curve with a large enough effect in the polarisation, with a control signal flat; inconclusive = small, poorly fitted or top-dose-only effect, or effect the other way, or a change in a side signal; inactive = no such curve, though single readings can be large or run the other way; the % refers to the polarisation;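 note: polarization taken with two DNA probes labelled with fluorescein and Texas red; potency is the fitted concentration of half-maximal effect; % of control where 0% means no effect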
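His-tagged ERG Ets domain (1 uM in the protein solution; 300mM KCl, 50mM Tris-HCl, 1mM EDTA, 1mM DTT, pH 7.5) received compound, then a probe mix of 5 nM fluorescein-DNA and 100nM Texas-615-DNA. Fluorescence polarization was read for both dyes.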
Pol beta inh: blocks human DNA polymerase beta activity; AID 485314; Pol beta primer extension/strand displacement, fluorescence kinetic; hit rate 1.3% among 340,000; Potency, µM (titrated, usually from 114 µM), without a hit: at the top dose activity change, negative = inhibition, most hits filed as inhibitors; note: potency is the fitted concentration of half-maximal effect; % is set by controls: 0 for no effect and ±100 for the full control effect
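Curves were derived by four-parameter Hill fits of normalized qHTS data. The kinetic fluorescent primer-extension read was taken at 0 and 10 min after 50 nM substrate, following a 15 min room-temperature preincubation of 10 nM enzyme with compounds.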
Apoferritin bind: binds horse apoferritin like a general anesthetic | hit rate 0.074% among 350,000 | P02791 | apoferritin/1-aminoanthracene competitive binding, fluorescence | Potency, µM (top dose mostly 77.5 µM), inactives show at the top dose activity change, negative = displacement, actives largely listed as inhibitors | AID 485281; note: potency is the fitted concentration of half-maximal effect; % is set by controls: 0 for no effect and ±100 for the full control effect; nearly all actives have a fitted effect of over 20% in size
Target sequence (P02791 2-175 limits assumed): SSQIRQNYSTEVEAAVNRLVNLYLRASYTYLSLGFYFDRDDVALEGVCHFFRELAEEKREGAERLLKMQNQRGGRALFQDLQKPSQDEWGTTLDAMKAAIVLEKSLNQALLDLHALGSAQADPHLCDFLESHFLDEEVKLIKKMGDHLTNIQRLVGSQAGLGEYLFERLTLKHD
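Probe: 1-aminoanthracene (50% saturated, PBS). Protein: horse-spleen apoferritin, 10 uM. Incubation: 10 min, room temperature. Detection: 380 nm excitation, 535 nm emission. Analysis: normalized response, four-parameter Hill.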
BLM inh: Bloom syndrome helicase (human) inhibition; recombinant BLM DNA unwinding, fluorescence dequenching; AID 2528; hit rate 0.2% among 350,000; P54132; Potency, µM (doses to about 56.1 µM), without a hit: at the top dose activity change, negative = inhibition, usual class: inhibitors;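 note: potency is the fitted concentration of half-maximal effect; plate controls were vehicle for no effect and no enzyme for full effect; nearly all actives have a fitted effect of over 35% in size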
ALOX12 inh: blocks human arachidonate 12S-lipoxygenase | P18054 | purified 12hLO, xylenol orange hydroperoxide absorbance | Potency, µM (series often up to 108 µM), inactives show at the highest dose activity change, negative = inhibition, most hits filed as inhibitors | hit rate 1.1% among 580,000; note: potency is the fitted concentration of half-maximal effect; % is set by controls: 0 for no effect and ±100 for the full control effect
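Purified human 12hLO (150 nM final) in 25 mM Hepes, 0.01% Triton X-100, pH 7.0 was preincubated 15 min at room temperature with compound. Then 40 uM arachidonic acid was added, 30 min. Hydroperoxide was read by Fe-XO absorbance ratio 573/405 nm.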
TRHR agonist: agonists of human TRH receptor. activation, % at 2 µM. AID 493084. hit rate 0.18% among 360,000. TRHR cells, calcium flux fluo-8, FDSS agonist mode; in the data active = activation above about 30%; note: 0% is about no effect
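In this calcium-flux screen, cells bearing human TRHR are dye-loaded with fluo-8, baselined for 10 cycles, then exposed to library compounds; positive kinetic calcium responses during the agonist phase mark hits, with TRH as control.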
APE1 inh: blocks human APE1 abasic DNA cleavage; hit rate 0.35% among 350,000; recombinant APE1, TAMRA/BHQ-2 abasic DNA cleavage fluorescence; Potency, µM (series often up to 65.8 µM), for inactives: at the top dose activity change, negative = inhibition, most hits filed as inhibitors; AID 2517;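 note: potency is the fitted concentration of half-maximal effect; plate controls were vehicle for no effect and reference inhibitor for full effect; nearly all actives have a fitted effect of over 55% in size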
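Quantitative HTS: incision of a TAMRA/BHQ-2 double-stranded substrate bearing a tetrahydrofuran abasic site by 0.75 nM APE1 raises fluorescence. Substrate 50 nM final, added after 15 min compound preincubation at room temperature; progress as third-minus-first kinetic read difference.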
* marks the source's active call; other numbers are inactive results; [ ] = dose if it differs, or a comment. Unless noted, calls come from the whole dose curve; as a rule, active = well fitted curve in the direction sought with a large enough effect; inconclusive = small, poorly fitted or top-dose-only effect, or another doubt; inactive = no such curve, though single readings can be large; an effect the other way counts as inactive or inconclusive. The list is partial; rates above refer to the full screens.

COc1ccccc1N1CCN(C(CNC(=O)C(=O)NCCc2ccccc2)c2cccnc2)CC1 (stereo not drawn) was read as POLI inh 21%, Pol kappa inh -9%, ERG Ets-DNA blk -5%, Pol beta inh inconclusive, Apoferritin bind 1%, BLM inh 0%, ALOX12 inh 2% and TRHR agonist -0.5.
Screening CCOC(=O)C1CCN(S(=O)(=O)c2ccc(OC)c(C(=O)N3CCCCC3)c2)CC1 returned POLI inh 112%[activator], Pol kappa inh -2%, ERG Ets-DNA blk 1%, Pol beta inh 30%, Apoferritin bind 31%[activator], BLM inh 0%, ALOX12 inh 2%, TRHR agonist 2.9 and APE1 inh -11%.
`CCCOc1ccccc1/C=C1/C(=O)ON=C1C` gave POLI inh 28%, Pol kappa inh -7%, ERG Ets-DNA blk 4%, Pol beta inh 10%, Apoferritin bind -5%, BLM inh 0%, ALOX12 inh 40µM*, TRHR agonist -1.1 and APE1 inh 20%.
Screening Cc1cc2c(cc1S(=O)(=O)C(C)CC(=O)NC1CCC(C)CC1)OCC(=O)N2 (stereo not drawn) returned POLI inh 5%, Pol kappa inh -2%, ERG Ets-DNA blk 0%, Pol beta inh 14%, Apoferritin bind -10%, BLM inh 1%, ALOX12 inh -21% and TRHR agonist -0.2.
CC1(C)C(=O)Nc2ccccc2N1C(=O)COC(=O)/C=C/c1ccc(OC(F)F)cc1 was read as POLI inh -9%, Pol kappa inh -12%, ERG Ets-DNA blk -5%, ALOX12 inh -27%, TRHR agonist -0.1 and APE1 inh -3%.
`COc1ccc(OC)c(N=C(C)C2=C(O)COC2=O)c1` gave POLI inh 11%, Pol kappa inh -5%, ERG Ets-DNA blk -2%, Pol beta inh 2%, Apoferritin bind -1%, BLM inh 0%, ALOX12 inh inconclusive, TRHR agonist 0.2 and APE1 inh -1%.
COc1ccccc1NC1=Nc2cccc3cccc1c23 was read as POLI inh -2%, Pol kappa inh -2%, ERG Ets-DNA blk -4%, Pol beta inh -8%, Apoferritin bind -17%, BLM inh -1%, ALOX12 inh inconclusive, TRHR agonist -0.4 and APE1 inh 4%.
For O=C(Cc1ccsc1)N1CCc2c([nH]c3ccccc23)C1c1ccccn1 (stereo not drawn) the results were POLI inh 61%[activator], Pol kappa inh -15%, ERG Ets-DNA blk 13%, Pol beta inh 12%, Apoferritin bind -10%, BLM inh -14%, ALOX12 inh -23%, TRHR agonist -0.2 and APE1 inh -6%.
`C/C(=N\NC(=O)CSc1nc(C)cc(C)n1)c1ccc([N+](=O)[O-])cc1` gave POLI inh -2%, Pol kappa inh -17%, ERG Ets-DNA blk 8%, Pol beta inh 17%, Apoferritin bind -12%, BLM inh -4%, ALOX12 inh 144%[activator], TRHR agonist -0.2 and APE1 inh -5%.
For c1ccc(C2=Nn3c(nnc3-c3cccnc3)SC2)cc1 the results were POLI inh 11%[58.9 µM], Pol kappa inh -1%, ERG Ets-DNA blk 3%, Pol beta inh -11%, Apoferritin bind -13%, BLM inh -8%, ALOX12 inh -14%, TRHR agonist -0.2 and APE1 inh 2%.
For O=C(Nc1c2c(nn1-c1ccc(F)cc1)CS(=O)C2)c1ccc2c(c1)OCO2 (stereo not drawn) the results were POLI inh 3%, Pol kappa inh -22%, ERG Ets-DNA blk 2%, Pol beta inh 46%, Apoferritin bind -6%, BLM inh -2%, ALOX12 inh 482%[activator], TRHR agonist 0.5 and APE1 inh -27%.
CCOCc1nnc(NC(=O)c2ccc3c(c2)OCO3)s1 was read as POLI inh 10%, Pol kappa inh -4%, ERG Ets-DNA blk -3% and ALOX12 inh 492%[activator].
For CN(CCC1CCCCO1)Cc1cn(C)nc1-c1ccc2c(c1)OCCO2 (stereo not drawn) the results were POLI inh 3%, Pol kappa inh -2%, ERG Ets-DNA blk 15%, Pol beta inh 22%, Apoferritin bind -2%, BLM inh 1%, ALOX12 inh 2%, TRHR agonist -0.1 and APE1 inh -1%.
Screening Cc1ccc(NC(=S)N(CCN2CCCCC2)Cc2ccco2)cc1 returned POLI inh 49%[activator], Pol kappa inh -14%, ERG Ets-DNA blk 1%, Pol beta inh 26%, Apoferritin bind -18%, BLM inh 6%, ALOX12 inh -18%, TRHR agonist 0.0 and APE1 inh -8%.
For CN(C)c1ccc(NC(=O)c2cc3c(=O)n4ccccc4nc3n2C)cc1 the results were POLI inh inconclusive, Pol kappa inh -27%, ERG Ets-DNA blk -1% and ALOX12 inh -3%.
`CC(=O)N(CCCN1CCOCC1)Cc1ccncc1` gave POLI inh -1%, Pol kappa inh 1%, ERG Ets-DNA blk 16%, Pol beta inh 2%, Apoferritin bind -5%, BLM inh 0%, ALOX12 inh 0%[57.4 µM], TRHR agonist 0.1 and APE1 inh -1%.
COc1ccc(OCC(=O)NNC(=O)C2CCC2)cc1 was read as POLI inh -6%, Pol kappa inh -4%, ERG Ets-DNA blk 6%[15.4 µM], ALOX12 inh 425%[activator] and APE1 inh 4%.
For O=C(N/N=C\c1cc(Br)cs1)C1COc2ccccc2O1 (stereo not drawn) the results were POLI inh 5%, Pol kappa inh -4%, ERG Ets-DNA blk -6%, Pol beta inh 1%, Apoferritin bind inconclusive, BLM inh -3%, ALOX12 inh -1%, TRHR agonist -0.1 and APE1 inh -3%.
`O=C(c1ccc2c(c1)OCO2)N1CCOCC1` gave POLI inh -2%, Pol kappa inh 4%, Pol beta inh 5%, Apoferritin bind -4%, BLM inh 3%, ALOX12 inh 0%, TRHR agonist 0.0 and APE1 inh 4%.
COc1ccc(C2C(C#N)=C(/N=C/N3CCOCC3)OC3=C2C(=O)CC(C)(C)C3)cc1OC (stereo not drawn) was read as POLI inh -3%, Pol kappa inh -6%, ERG Ets-DNA blk 0%, Pol beta inh 6%, Apoferritin bind -8%, BLM inh 0%, ALOX12 inh 1%, TRHR agonist 0.1 and APE1 inh -1%.
O=C(Nc1c(C(=O)O)oc2ccccc12)c1ccc(C(F)(F)F)cc1 was read as POLI inh 5%, Pol kappa inh -2%[60.1 µM], ERG Ets-DNA blk 3%, Pol beta inh inconclusive, Apoferritin bind -12%, BLM inh -1%, ALOX12 inh -23% and TRHR agonist 0.4.
`CCn1cc(C2=NOC(C(=O)Nc3cccc(C(C)=O)c3)C2)c(C)n1` (stereo not drawn) gave POLI inh 34%[activator], Pol kappa inh -11%, ERG Ets-DNA blk -2%, Pol beta inh 17%, Apoferritin bind -7%, BLM inh 4%, ALOX12 inh 11%, TRHR agonist -1.3 and APE1 inh -3%.
Nc1nc(-c2ccccc2)c(N=Nc2ccc(Cl)cc2)s1 was read as POLI inh inconclusive, Pol kappa inh -24%, ERG Ets-DNA blk -3%, Pol beta inh -28%, Apoferritin bind -9%, BLM inh -1%, ALOX12 inh -19%, TRHR agonist 1.0 and APE1 inh -2%.
`CCSc1nc2sc3c(c2c(=O)n1-c1ccc(C)cc1)CCCC3` gave POLI inh 41%[activator], Pol kappa inh -8%, ERG Ets-DNA blk 1%, Pol beta inh -16%, Apoferritin bind 0%, BLM inh -2%, ALOX12 inh -16% and TRHR agonist -0.2.

Retrieved one by one from the entries so far, 2 records:
`O=C(c1ccc2c(c1)OCO2)N1CCOCC1` gave POLI inh -2%, Pol kappa inh 4%, Pol beta inh 5%, Apoferritin bind -4%, BLM inh 3%, ALOX12 inh 0%, TRHR agonist 0.0 and APE1 inh 4%.
COc1ccc(C2C(C#N)=C(/N=C/N3CCOCC3)OC3=C2C(=O)CC(C)(C)C3)cc1OC (stereo not drawn) was read as POLI inh -3%, Pol kappa inh -6%, ERG Ets-DNA blk 0%, Pol beta inh 6%, Apoferritin bind -8%, BLM inh 0%, ALOX12 inh 1%, TRHR agonist 0.1 and APE1 inh -1%.

The list goes on:
`CCOc1ccc(Cn2c(CNS(=O)(=O)c3cccc(Cl)c3)nc3cccnc32)cc1` gave POLI inh 22%, Pol kappa inh -3%[60.1 µM], ERG Ets-DNA blk -2%, Pol beta inh -3%, Apoferritin bind -8%, BLM inh -5%, ALOX12 inh 0% and TRHR agonist -0.2.
For CN(C)C(CNC(=O)CN1C(=O)NC2(CCc3ccccc32)C1=O)c1ccco1 (stereo not drawn) the results were POLI inh 13%, Pol kappa inh 2%, ERG Ets-DNA blk -5%, Pol beta inh -5%, Apoferritin bind -3%, BLM inh 0%, ALOX12 inh 0%, TRHR agonist 0.9 and APE1 inh -4%.
Cc1cccc(-c2oc3ccc(-c4ccc5c(c4)OCO5)cc3c2-c2ccc(OC3CCCCO3)cc2)c1 (stereo not drawn) was read as POLI inh 12%, Pol kappa inh -14%, ERG Ets-DNA blk 1% and ALOX12 inh -6%.
COc1ccc(C2=NN(c3nc(-c4ccc(CNC(C)=O)cc4)cs3)C(c3ccco3)C2)cc1 (stereo not drawn) was read as POLI inh inconclusive, Pol kappa inh 2%, ERG Ets-DNA blk 17%, Pol beta inh -25%, Apoferritin bind 49%[activator], BLM inh -7%, ALOX12 inh -12%, TRHR agonist 0.1 and APE1 inh 24%.
Screening CCc1cccc2c(C(=O)COC(=O)/C=C/c3ccc(O)c(OC)c3)c[nH]c12 returned POLI inh inconclusive, Pol kappa inh -7%, Pol beta inh 2%, Apoferritin bind -19%, BLM inh -3%, ALOX12 inh -27%, TRHR agonist 0.5 and APE1 inh inconclusive.
COc1ccc(N2C(S)=C(C#N)C(=O)NC2c2ccc(OC)c(OC)c2)cc1 (stereo not drawn) was read as POLI inh inconclusive, Pol kappa inh -1%, ERG Ets-DNA blk -6%, Pol beta inh 8%, Apoferritin bind -12%, BLM inh -3%, ALOX12 inh -3%, TRHR agonist 0.2 and APE1 inh 4%.
